# TRHR enhancer – allosterically enhances the human TRH receptor; TRHR cells, fluo-8 calcium fluorescence, EC20 TRH enhancement; enhancement, % at 2 µM; 360,000 compounds, 0.66% hits; AID 493056; in the data active means enhancement above about 30%; further: 0% is about no effect
#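 Enhancer read-out: after compound pinning and an initial kinetic agonist-mode read, an EC20 of TRH (10 nM final) was injected and fluo-8 calcium signal (Ex 480/Em 530) followed at 1 s/cycle for 100 cycles in TRHR-expressing cells.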
# D1 potentiator – human D1 dopamine receptor positive modulation; potentiation, % at 10 µM; 360,000 compounds, 0.036% hits; P21728; HEK293 TREx D1 cells, calcium flux, dopamine EC20 potentiation; in the data active means potentiation above about 30%; further: 0% is about no effect
# RXFP1 antag – antagonists of human relaxin receptor RXFP1 | activity change, negative = inhibition, % at 57.5 µM | HEK293-RXFP1, relaxin-stimulated cAMP HTRF, 30 min; active compounds read low | 350,000 compounds, 0.59% hits | AID 1259400;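 active means activity change of -60% or lower, but not beyond a set lower limit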; further: on the % scale 0 is the no-effect control and ±100 the full control effect
# Target sequence (Q9HBX9 whole entry, looked up): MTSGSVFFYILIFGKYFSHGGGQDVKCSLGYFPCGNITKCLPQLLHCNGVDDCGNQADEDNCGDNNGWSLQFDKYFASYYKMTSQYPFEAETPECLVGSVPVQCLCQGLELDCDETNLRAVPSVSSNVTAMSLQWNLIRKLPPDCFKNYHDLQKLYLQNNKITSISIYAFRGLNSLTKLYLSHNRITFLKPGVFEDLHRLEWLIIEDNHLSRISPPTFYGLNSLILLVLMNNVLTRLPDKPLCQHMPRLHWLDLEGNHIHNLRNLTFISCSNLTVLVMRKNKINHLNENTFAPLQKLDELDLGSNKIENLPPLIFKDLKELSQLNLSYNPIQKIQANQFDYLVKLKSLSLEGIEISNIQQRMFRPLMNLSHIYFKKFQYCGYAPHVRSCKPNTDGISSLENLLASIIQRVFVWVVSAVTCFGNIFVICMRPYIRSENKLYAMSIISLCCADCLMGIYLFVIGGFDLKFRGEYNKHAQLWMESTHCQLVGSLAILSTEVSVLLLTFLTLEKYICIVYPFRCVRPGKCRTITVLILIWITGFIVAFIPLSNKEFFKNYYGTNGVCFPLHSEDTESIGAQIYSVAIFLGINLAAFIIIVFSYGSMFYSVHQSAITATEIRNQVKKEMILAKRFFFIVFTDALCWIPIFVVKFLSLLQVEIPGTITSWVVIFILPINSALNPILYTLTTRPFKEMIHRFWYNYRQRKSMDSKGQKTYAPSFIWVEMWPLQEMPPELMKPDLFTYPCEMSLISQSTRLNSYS
# D2 potentiator – D2 dopamine receptor (human) potentiation. HEK293 T-REx D2, calcium flux, EC20 dopamine potentiation. 340,000 compounds, 0.34% hits. P14416. AID 485347. potentiation, % at 10 µM;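 active means potentiation over 3 SD above the plate norm, cut at about 30% in these data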; further: 0% is about no effect
#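 Using a no-wash calcium dye in inducible, force-coupled HEK293 Trex cells expressing D2, we tracked fluorescence each second for 180 s after compound, then for 180 s after EC20 dopamine to detect augmented signalling.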
# D1 antagonist – antagonists of human D1 dopamine receptor; 360,000 compounds, 3.2% hits; activity change, negative = inhibition, % at 10 µM; P21728; HEK293 TREx D1 cells, calcium flux, dopamine EC80; active compounds read low; in the data active means activity change below about -30%; further: on the % scale 0 is the no-effect control and ±100 the full control effect
#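 After overnight tetracycline induction at 30 C, force-coupled D1 HEK293 cells took up a no-wash calcium dye at room temperature. Compounds were added and monitored 180 s, and the response to EC80 dopamine was then recorded.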
# D2 antagonist – antagonists of human D2 dopamine receptor | inhibition, % at 10 µM | P14416 | AID 485344 | HEK293 TREx D2 cells, calcium flux, dopamine EC80 | 340,000 compounds, 2% hits; in the data active means inhibition above about 30%; further: 0% is about no effect
#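 Dopamine at EC80 is the agonist stimulus; test compounds precede it by 180 s. Calcium flux read kinetically in a force-coupled, inducible HEK293 T-REx D2 cell line.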
# D2 agonist – agonists of human D2 dopamine receptor. AID 485358. P14416. activation, % at 2 µM. HEK293 T-REx D2 cells, calcium flux agonist mode. 340,000 compounds, 0.53% hits;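 active means activation over 3 SD above normal in the single-dose calcium agonist read, cut at about 30% in these data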; further: 0% is about no effect
#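 HEK293 Trex D2 cells, tetracycline-induced, o/n 30 C 5% CO2; no-wash Ca dye, RT 30–90 min; 10-cycle baseline, 23 nl cpd added, kinetic Ca read 180 s; agonist hits = positive Ca response.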
# D1 agonist – human D1 receptor agonism; P21728; HEK293 T-REx D1 cells, calcium flux, agonist mode; activation, % at 2 µM; 360,000 compounds, 1% hits; AID 504660; further: 0% is about no effect
#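 Agonism was scored from calcium flux recorded over 180 s (1 read/s) after pintool compound addition, following a 10-cycle baseline. Cells were inducible force-coupled HEK293 TREx D1, plated overnight at 30 C and loaded with no-wash calcium dye.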
# TRHR agonist – agonists of human TRH receptor; P34981; TRHR cells, calcium flux fluo-8, FDSS agonist mode; activation, % at 2 µM; 360,000 compounds, 0.18% hits; AID 493084; further: 0% is about no effect
#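 Steps: seed TRHR cells overnight; add fluo-8 no-wash Ca dye, RT 30 min–1.5 h; record 10 s baseline; pin-transfer compounds; monitor fluorescence 1 cycle/s for the agonist window. Calcium increases flag candidate agonists.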
# Starred values were filed as active, the others as inactive; / = no result given. Unless noted, no stated cut-off is given here; in the data, active means activation above about 30%; inactive means the rest.
# Order of results: TRHR agonist, TRHR enhancer, D1 potentiator, D1 antagonist, D1 agonist, D2 antagonist, RXFP1 antag, D2 agonist, D2 potentiator
- O=C(Nc1ccncc1)c1cccc(S(=O)(=O)N2CCOCC2)c1
→ 0.7, -3, -8, 0, 2, -3, 1, 0.2, -4
- CC(=O)Nc1ccc(S(=O)(=O)N2CCC(C(=O)NC3CC3)CC2)cc1
→ 1.2, -5, 4, -7, 2, -5, 3, 0.4, -3
- COc1cccc2[nH]c3c(N4CCCCC4)ncnc3c12
→ -1.4, 6, 0, -5, 1, 21, -12, 0.2, -2
- O=C(Nc1ccc(S(=O)(=O)N2CCCC2)cc1)c1cccs1
→ 0.0, 0, -4, 4, 3, 12, -11, 1.2, -8
- O=[N+]([O-])c1ccc(N2CCN(Cc3cccc([N+](=O)[O-])c3)CC2)cc1
→ 0.5, 6, -8, -40*, -2, -1, 7, 1.6, -10
- O=C(Nc1ccc(OC(F)F)cc1)c1cc(S(=O)(=O)N2CCCCC2)ccc1N1CCOCC1
→ 0.3, -9, 4, 3, 1, 1, -7, 0.0, 1
- CCCSc1ccc([C@@H]2[C@H]3C(=O)N(CC)C(=O)[C@H]3[C@]3(C(=O)OC)CCCN23)cc1
→ 0.0, 18, 0, -7, -2, -1, /, -0.4, -13
- COc1c2ccoc2c(OC[C@@H](O)C(C)(C)O)c2oc(=O)ccc12
→ -0.1, 0, 1, -11, -3, 12, /, 0.3, -4
- O=C(NCC(c1ccco1)N1CCc2ccccc21)c1ccc([N+](=O)[O-])cc1 (stereo not drawn)
→ -0.2, -4, 1, -28, 0, /, -13, /, /
- O=C(COC(=O)c1cc(Br)ccc1O)Nc1cc(S(=O)(=O)N2CCCC2)ccc1Cl
→ -0.9, -15, 0, 0, 2, -4, -4, -0.4, -7
- Cc1ccc(NC(=O)NCCc2c(C)nn(C)c2C)c(Cl)c1
→ -1.0, -1, 0, 2, 4, /, /, 0.9, 7
- CC(Oc1cccc(Cl)c1)C(=O)Nc1ccc(S(=O)(=O)Nc2ncccn2)cc1 (stereo not drawn)
→ 0.4, -3, -7, 28, 2, -3, -4, 0.1, -6
- O=C(COc1ccc(S(=O)(=O)N2CCOCC2)cc1)Nc1ccccc1F
→ -0.2, 0, -7, -17, 7, -10, 12, -0.1, 0
- Cc1ccc(C2=NC(C(F)(F)F)(C(F)(F)F)c3c(n(-c4ccc(F)cc4)c(=O)[nH]c3=O)N2)cc1
→ 0.2, -2, -2, -15, 8, 8, -3, 3.2, 12
- COc1ccc2c(C)cc(SCC(=O)Nc3nsc(-c4ccccc4C)n3)nc2c1
→ -0.1, -13, 2, 5, 3, /, -6, /, 11
- Fc1ccccc1NC(=S)N(CCN1CCCCCC1)Cc1cccs1
→ -0.2, 1, -11, -32*, 5, -17, -19, -0.7, 25
- O=C(CSc1nnc(CNC(=O)c2ccccc2)o1)c1ccccc1
→ 0.2, -2, 3, -18, 4, -30, -1, 0.3, -4
- Cc1ccc(S(=O)(=O)N(CC(=O)NCc2ccccn2)c2ccc(Cl)cc2)cc1
→ -0.6, -7, 4, 20, 0, -3, -5, /, 5
- CC(C)c1ccccc1OCC(=O)NN1C(=O)c2ccccc2C1=O
→ -0.2, 0, 12, 11, 0, 5, -16, 0.7, 13
- CC(=O)NC1(C(F)(F)F)C(=O)Nc2c1c(=O)[nH]c(=O)n2CC(C)C (stereo not drawn)
→ 0.9, -1, 0, -9, 2, -3, /, 0.5, 10
- O=C(Cn1nnc2ccccc21)NNC(=O)c1ccccc1
→ -2.5, -1, 5, -11, 1, 7, 17, -1.8, -5
- Cc1ccc(Cn2cccc(NC(=O)NC3CCCCC3)c2=O)cc1
→ -0.5, 1, -3, 5, 2, -1, 9, 0.2, 8
- CN(C(=O)COC(=O)c1ccc(Cl)c(N)c1)c1ccccc1
→ 0.0, 6, 0, /, -1, 7, 8, -0.8, 5
- CCN(CC)c1ccc(/C=C2\C(=O)c3ccc(C(=O)O)cc3C2=O)cc1
→ 106*, 24, 9, -8, 354*, 54*, -7, 110*, -1
- CCc1cccc(NC(=O)COC(=O)c2cc(=O)c3ccccc3o2)c1
→ -0.2, -4, 0, 6, 0, /, -6, /, /
- O=C(Cn1nnc(-c2ccc(F)cc2)n1)Nc1ccc2c(c1)OCCO2
→ -1.4, -1, 2, -12, 2, 3, -7, -0.5, -2
- Cc1nnc(NCc2ccccc2)c2c1nnn2Cc1ccc(F)cc1
→ 1.1, 2, -1, -13, 2, /, -9, 0.6, -11
- Cc1ccc(C)c(Cn2c(C(C)NC(=O)c3ccccc3)nc3ccccc32)c1 (stereo not drawn)
→ 0.8, 4, 2, 11, 1, /, -8, 0.8, -16
- COc1ccc(F)cc1S(=O)(=O)NCC(=O)NCc1cc(=O)n(C)c(=O)n1C
→ 0.3, -6, 5, 22, 4, -7, 1, -0.3, 5
- Cc1nc(SCC(=O)c2ccc(F)c(F)c2)[nH]c(=O)c1Oc1ccc(Cl)cc1
→ -1.6, -9, 6, 5, 1, 9, -1, -0.7, 4

# 4 entries out of the list above, arranged by their value in RXFP1 antag, highest first.
Structure	RXFP1 antag
Cc1nc(SCC(=O)c2ccc(F)c(F)c2)[nH]c(=O)c1Oc1ccc(Cl)cc1	-1
CCc1cccc(NC(=O)COC(=O)c2cc(=O)c3ccccc3o2)c1	-6
Cc1nnc(NCc2ccccc2)c2c1nnn2Cc1ccc(F)cc1	-9
Fc1ccccc1NC(=S)N(CCN1CCCCCC1)Cc1cccs1	-19

# Following part.
# Order of results: TRHR agonist, TRHR enhancer, D1 potentiator, D1 antagonist, D1 agonist, D2 antagonist, RXFP1 antag, D2 agonist, D2 potentiator
- CC(C)c1nnc(NC(=O)C2CCCN2S(=O)(=O)c2ccc(Cl)cc2)s1 (stereo not drawn)
→ -0.2, 0, -2, -23, -1, -1, 3, 0.3, -7
- Cc1cccc(S(=O)(=O)c2c(C)cc(C)nc2Cl)c1
→ -0.4, -4, -6, 44, 4, 4, -14, -2.7, 12
- O=C(c1ccc2c(c1)N(Cc1ccccc1F)C(=O)c1ccccc1S2(=O)=O)N1CCN(c2ccccn2)CC1
→ 0.2, -11, 0, 0, 3, /, /, 0.4, -3
- CCN(CC)S(=O)(=O)c1ccc(-c2nnc(SCC(=O)Nc3cc(OC)cc(OC)c3)o2)cc1
→ 1.0, 0, -4, 9, 3, -7, -1, 0.5, -4
- CCCCC(=O)Nc1ccc(C)c(O)c1
→ 0.6, 2, -7, -20, 5, 1, 2, -0.6, 10
- COc1ccc(C(=O)CN(C(=O)c2ccc(Cl)cc2)N2C(=O)C3CCCCC3C2=O)cc1 (stereo not drawn)
→ -0.9, 8, -1, 7, 3, -4, 0, 0.3, -1
- Cc1ccc(S(=O)(=O)N2CCC(NC(=O)C3CCCCC3)CC2)cc1
→ -0.7, 3, -6, 5, 2, -21, 1, -2.9, /
- CCc1ccc(CNc2ccc(O)cc2)cc1
→ 0.9, -3, 1, 3, 6, 8, 0, -0.4, 0
- Clc1nnc(Cl)c2c1ncn2Cc1ccccc1
→ 0.7, -2, -2, -3, 1, 13, 14, 0.4, 3
- CCc1ccc(NC(=O)CC2C(=O)N(c3cccc(C)c3)C(=O)N2C2CC2)cc1 (stereo not drawn)
→ -1.2, -1, 0, -4, 3, 10, 0, 0.8, 16
- O=S(=O)(NCCS(=O)(=O)N1CCN(c2ccccc2F)CC1)c1ccc(Cl)cc1
→ -0.3, -3, -2, -15, 3, /, -15, 0.9, -7
- COc1ccc(/C(C)=N/OC/C(O)=C(\C#N)c2nc3ccccc3[nH]2)cc1OC
→ -1.3, -3, -2, -2, 1, -7, -2, 0.4, -10
- CCN(CC)c1ccc(N=Cc2ccccc2[N+](=O)[O-])cc1
→ 0.3, 7, 0, 11, 0, 11, -68*, 0.7, 1
- O=C(CCC(=O)N1CCSc2ccccc21)NCc1ccccc1
→ -0.3, -1, 0, -14, 4, 3, -6, -0.3, -7
- CC(C)N(C(=O)Cn1cc(SCC(=O)NCC2CCCO2)c2ccccc21)C(C)C (stereo not drawn)
→ 0.1, -4, 1, 0, 1, /, -16, /, /

# Full records from above. Order of screens: TRHR agonist, TRHR enhancer, D1 potentiator, D1 antagonist, D1 agonist, D2 antagonist, RXFP1 antag, D2 agonist, D2 potentiator
# Shown for `O=C(Cn1nnc(-c2ccc(F)cc2)n1)Nc1ccc2c(c1)OCCO2` → -1.4, -1, 2, -12, 2, 3, -7, -0.5, -2
# Shown for `O=C(CCC(=O)N1CCSc2ccccc21)NCc1ccccc1` → -0.3, -1, 0, -14, 4, 3, -6, -0.3, -7
# Shown for `COc1cccc2[nH]c3c(N4CCCCC4)ncnc3c12` → -1.4, 6, 0, -5, 1, 21, -12, 0.2, -2
# Shown for `COc1ccc(/C(C)=N/OC/C(O)=C(\C#N)c2nc3ccccc3[nH]2)cc1OC` → -1.3, -3, -2, -2, 1, -7, -2, 0.4, -10
# Shown for `O=C(Nc1ccc(S(=O)(=O)N2CCCC2)cc1)c1cccs1` → 0.0, 0, -4, 4, 3, 12, -11, 1.2, -8

# Reformatted field by field: part of the list above.
SMILES: Cc1ccc(C)c(Cn2c(C(C)NC(=O)c3ccccc3)nc3ccccc32)c1 (stereo not drawn)
  TRHR agonist = 0.8 | TRHR enhancer = 4 | D1 potentiator = 2 | D1 antagonist = 11 | D1 agonist = 1 | D2 antagonist = / | RXFP1 antag = -8 | D2 agonist = 0.8 | D2 potentiator = -16

SMILES: Cc1nnc(NCc2ccccc2)c2c1nnn2Cc1ccc(F)cc1
  TRHR agonist = 1.1 | TRHR enhancer = 2 | D1 potentiator = -1 | D1 antagonist = -13 | D1 agonist = 2 | D2 antagonist = / | RXFP1 antag = -9 | D2 agonist = 0.6 | D2 potentiator = -11

SMILES: O=C(Cn1nnc2ccccc21)NNC(=O)c1ccccc1
  TRHR agonist = -2.5 | TRHR enhancer = -1 | D1 potentiator = 5 | D1 antagonist = -11 | D1 agonist = 1 | D2 antagonist = 7 | RXFP1 antag = 17 | D2 agonist = -1.8 | D2 potentiator = -5

# Further structures follow.
# Order of results: TRHR agonist, TRHR enhancer, D1 potentiator, D1 antagonist, D1 agonist, D2 antagonist, RXFP1 antag, D2 agonist, D2 potentiator
- Cc1ccc(C(=O)COC(=O)CCC(=O)Nc2ccc(Oc3ccccc3)cc2)cc1C
→ 0.2, 1, -1, 8, 1, /, 10, 0.1, 10
- CCCC(=O)OCC(=O)NC1CCCc2ccccc21 (stereo not drawn)
→ 0.5, 3, -4, 19, 1, -14, -8, -0.2, -12
- CCOc1ccc(/C=C/C(=O)NCCc2ccc(OC)c(OC)c2)cc1
→ -1.4, 0, 3, -25, 3, -23, -8, -0.7, 15
- COc1ccccc1N1CCN(C(=O)COc2cc(C)cc(C)c2)CC1
→ -2.2, 0, 12, -11, 6, 3, -15, 1.2, 2
- NNC(=O)c1cncn1-c1ccc(F)cc1
→ 0.0, 4, 9, -8, 1, 13, -9, -2.6, -5
- O=C(N/N=C/c1ccc2ncccc2c1)c1cccc([N+](=O)[O-])c1
→ 0.1, -4, -4, 1, 0, -9, -5, 1.3, 3
- C=CCOc1nc2c(c(=O)n(C)c(=O)n2C)n1Cc1ccc(Cl)cc1
→ -0.5, 13, -7, 12, 2, -2, 4, -2.0, -2

# High-throughput results (PubChem)
